RGS4-Gao reg: human RGS4-Galphao interaction regulation | P09471 | Multiplexed bead flow cytometry, RGS4-Galphao binding; actives lie on both sides | binding response (% of control), % at 10 µM | hit rate 0.33% among 220,000 | AID 1415; in the data active = binding response below about 49% or above about 150%; inactive = in between;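 also: fluorescent Galphao activated with aluminum fluoride binding bead-coupled RGS4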
Target sequence (P09471 whole entry, looked up): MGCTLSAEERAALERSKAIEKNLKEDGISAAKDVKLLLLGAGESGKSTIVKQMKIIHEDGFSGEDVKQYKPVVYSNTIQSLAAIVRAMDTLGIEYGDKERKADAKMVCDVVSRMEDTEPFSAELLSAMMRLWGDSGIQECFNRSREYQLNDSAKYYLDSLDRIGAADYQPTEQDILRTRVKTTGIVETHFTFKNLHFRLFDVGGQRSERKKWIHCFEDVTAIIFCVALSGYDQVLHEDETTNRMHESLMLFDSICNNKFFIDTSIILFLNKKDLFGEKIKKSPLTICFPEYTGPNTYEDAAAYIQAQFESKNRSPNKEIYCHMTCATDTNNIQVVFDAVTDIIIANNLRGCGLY
Mcl1-Noxa inh: disrupts binding of human Mcl-1 to Noxa peptide | Q07820 | TR-FRET Mcl-1/Noxa peptide binding, 2 h | inhibition, % at 21.7 µM | hit rate 1.5% among 220,000;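 active = compounds that cut the protein-peptide binding signal by more than 50% relative to plate controls in a single-dose test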;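 also: His-tagged Mcl-1 with rhodamine Noxa BH3 peptide and terbium anti-His antibody; 0% = Mcl-1 plus Noxa peptide wells and 100% = peptide-only wells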
GSH fluor: GSH bead compound fluorescence profile. GSH beads flow cytometry, compound fluorescence 488/530 nm; stronger effect = higher value. fluorescence (KMESF) at 10 µM. hit rate 0.25% among 190,000; in the data active = fluorescence above about 89;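 also: glutathione beads carrying GST-tagged Bcl family fusion proteins plus one bare bead set; values are compound well signal with DMSO vehicle wells as background; inactives centre near 16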
Pf gamet viab: P. falciparum stage V gametocyte viability inhibition; AID 743093; P. falciparum stage V gametocytes, ATP luminescence, 24 h; hit rate 0.065% among 150,000; inhibition, % at 10.9 µM;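 active = inhibition above the mean plus 3 SD of compounds within the control limits, set per campaign, cut at about 38% in these data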;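 also: 0% = DMSO wells and 100% = medium only without gametocytes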
RGS8-Gao reg: human RGS8-Galphao interaction regulation | P09471 | multiplexed bead flow cytometry, RGS8-Galphao binding; actives lie on both sides | response (percent of control binding), % at 10 µM | hit rate 0.34% among 220,000; in the data active = response below about 60% or above about 140%; inactive = in between;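 also: Galphao activated as the GDP aluminium fluoride complex binding bead-coupled RGS8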
ABCB1 inh: human ABCB1 inhibition, ABCG2 as counter-screen; CCRF-Adr cells, JC-1 efflux, flow cytometry; hit rate 0.067% among 190,000; inhibition, % at 6.6 µM; AID 1326; in the data active = inhibition above about 40%;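 also: 0% = vehicle and 100% = reference inhibitor; higher value means more JC-1 retained so stronger ABCB1 efflux block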
Avidin bead fluor: avidin bead compound fluorescence profile | Avidin beads, compound fluorescence 488/530 nm, flow cytometry; stronger effect = higher value | fluorescence (KMESF) at 10 µM | hit rate 0.38% among 220,000; in the data active = fluorescence above about 47; also: inactives centre near 10
Bim-Mcl-1: inhibitors of Bim-Mcl-1 interaction, human; Bead-based flow cytometry, Bim peptide-Mcl-1 binding; inhibition, % at 10 µM; hit rate 0.1% among 190,000; in the data active = inhibition above about 40%;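 also: 0% = no compound tracer wells and 100% = peptide blocker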
ABCG2 block: blocks JC-1 efflux by human ABCG2 transporter. Q9UNQ0. IgMXP3 cells, flow cytometry. inhibition, % at 6.6 µM. hit rate 0.1% among 190,000;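 active = inhibition above 80%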;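 also: 0% = DMSO and 100% = nicardipine control wells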
Target sequence (Q9UNQ0 whole entry, looked up): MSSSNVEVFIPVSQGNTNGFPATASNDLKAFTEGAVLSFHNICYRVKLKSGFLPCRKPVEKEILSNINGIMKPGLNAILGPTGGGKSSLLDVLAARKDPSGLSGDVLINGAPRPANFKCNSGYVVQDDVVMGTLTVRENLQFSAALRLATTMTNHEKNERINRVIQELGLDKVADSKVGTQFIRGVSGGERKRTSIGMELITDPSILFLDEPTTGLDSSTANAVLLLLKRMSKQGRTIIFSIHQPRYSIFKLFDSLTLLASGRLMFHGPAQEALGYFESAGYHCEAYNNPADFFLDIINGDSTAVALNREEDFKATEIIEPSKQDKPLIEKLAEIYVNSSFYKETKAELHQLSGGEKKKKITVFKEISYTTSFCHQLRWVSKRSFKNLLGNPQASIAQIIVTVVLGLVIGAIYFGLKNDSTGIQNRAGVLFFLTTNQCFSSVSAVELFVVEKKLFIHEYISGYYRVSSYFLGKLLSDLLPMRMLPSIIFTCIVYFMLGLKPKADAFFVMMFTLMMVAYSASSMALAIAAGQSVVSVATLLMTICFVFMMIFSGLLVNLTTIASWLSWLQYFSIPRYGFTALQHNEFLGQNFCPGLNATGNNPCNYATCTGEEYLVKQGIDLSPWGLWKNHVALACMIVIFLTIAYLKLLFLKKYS
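Test system: ABCG2 IgMXP3 and barcoded ABCB1 CCRF-Adr cell mix; Schedule: cells with compound and JC-1, 10 min at 25 °C, rotating, no wash; Technique: flow cytometry of retained JC-1 fluorescence; Measure: % inhibition of efflux relative to nicardipine and DMSO; Controls: nicardipine high and DMSO low controls.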
Mcl1 Bid PPI: disrupts binding of human Mcl-1 to Bid peptide | Q07820 | TR-FRET Mcl-1/Bid-Dy647 peptide binding, 1536-well | inhibition, % at 21.7 µM | hit rate 0.97% among 220,000;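 active = compounds that cut the binding signal by more than half at the single screening dose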;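 also: His-tagged Mcl-1 with europium anti-His antibody binding Bid BH3 peptide; 0% = Mcl-1 plus peptide wells and 100% = peptide-only wells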
RGS7-Gao: modulates binding of RGS7 to human Galphao; AID 1439; hit rate 0.35% among 220,000; binding response (% of control), % at 10 µM; Multiplexed bead flow cytometry; actives lie on both sides; P09471; in the data active = binding response below about 49% or above about 150%; inconclusive = no clear call, values can overlap the other calls; inactive = in between;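 also: fluorescent Galphao held in activated GDP-AlF4 state binding bead-coupled RGS7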
The depositor's hits bear a star; ? = inconclusive; . = not tested or not shown.

The first 2 entries, to show the layout:
SMILES	RGS4-Gao reg	Mcl1-Noxa inh	GSH fluor	Pf gamet viab	RGS8-Gao reg	ABCB1 inh	Avidin bead fluor	Bim-Mcl-1	ABCG2 block	Mcl1 Bid PPI	RGS7-Gao
O=C(O)Cc1coc(-c2ccc(F)cc2)n1	97.9	11.4	36	-0.6	94.3	0.4	10	0.0	7.2	-18.9	94.8
CCn1c(SCC(=O)c2ccc(O)c(O)c2)nnc1-c1ccccc1OC	91.1	8.4	61	-20.8	94.4	-0.1	10	1.0	-0.2	-81.3	91.1

The whole of this part, from the start:
SMILES	RGS4-Gao reg	Mcl1-Noxa inh	GSH fluor	Pf gamet viab	RGS8-Gao reg	ABCB1 inh	Avidin bead fluor	Bim-Mcl-1	ABCG2 block	Mcl1 Bid PPI	RGS7-Gao
O=C(O)Cc1coc(-c2ccc(F)cc2)n1	97.9	11.4	36	-0.6	94.3	0.4	10	0.0	7.2	-18.9	94.8
CCn1c(SCC(=O)c2ccc(O)c(O)c2)nnc1-c1ccccc1OC	91.1	8.4	61	-20.8	94.4	-0.1	10	1.0	-0.2	-81.3	91.1
COc1ccc(N2CCN(C(=O)C3=NNC(=O)CC3)CC2)cc1	99.8	-4.2	8	-14.3	99.5	0.8	2	2.0	7.4	-19.5	99.8
O=C(NCCCn1ccnc1)C1CC(c2cccc(Br)c2)=NO1 (centres undefined)	97.9	15.6	13	10.7	102.9	4.7	7	1.0	2.7	-0.6	98.8
CCCC1(c2ccccc2)NC(=O)N(CC(=O)c2[nH]c(C)c(C(=O)OCC)c2C)C1=O (centres undefined)	101.3	-3.4	46	7.3	104.0	1.2	6	-1.0	6.3	8.2	103.0
COc1cc(OC)c(/C=N/NC(=O)c2ccc([N+](=O)[O-])cc2)cc1Br	102.4	46.0	52	.	101.6	0.2	8	-1.0	4.2	-19.3	102.6
Fc1ccccc1CNC(=S)Nc1ccc(Cl)cc1	100.2	0.7	20	6.1	97.9	-0.3	7	-14.0	5.8	-104.8	98.0
COc1cccc(C(CC(=O)NCC2CCCO2)NS(=O)(=O)c2ccc(C)cc2)c1OC (centres undefined)	100.6	1.6	23	-8.8	102.0	1.1	32	-2.0	-3.3	-5.3	102.4
Cc1cc(NC(=O)CCN2C(=O)c3ccccc3C2=O)no1	96.7	20.6	11	4.8	98.5	0.4	7	-1.0	3.6	-2.6	93.3
Cc1ccccc1COC[C@H](CC(C)C)N1CCN(C(=O)c2cccc(C(F)(F)F)c2)CCC1=O	101.5	-1.5	18	.	103.1	0.9	12	-2.0	2.1	4.1	98.0
Cc1ccc(-n2nc3c(c2NC(=O)c2ccc(OC(C)C)cc2)CS(=O)C3)cc1 (centres undefined)	101.8	7.0	14	.	101.4	0.3	7	0.0	19.3	-30.6	100.5
Cc1cc(C)cc(C(=O)NCC(=O)OCC(=O)c2cc(C)n(CC(F)(F)F)c2C)c1	98.1	9.4	25	.	100.6	0.9	5	-3.0	3.9	-9.5	101.1
COC(=O)c1cc(OC)c(OC)cc1NC(=S)Nc1cc(Cl)ccc1OC	102.1	26.2	20	15.6	103.0	0.0	7	-7.0	0.1	-47.1	103.1
COC(=O)COc1cccc(NS(=O)(=O)c2cccc([N+](=O)[O-])c2)c1	101.5	18.1	21	0.6	99.8	1.5	10	-2.0	13.6	-27.2	97.5
COc1ccccc1NC(=S)N1CCn2cccc2C1c1cccnc1 (centres undefined)	98.9	-5.8	16	6.1	103.5	-0.1	11	-1.0	-0.2	-36.0	101.7
CCOC(=O)c1c(/N=C/C2=C(O)CCCC2=O)sc(C)c1C	99.3	5.3	16	8.9	104.0	1.9	17	-1.0	23.8	-44.3	99.5
COc1cccc(/C=C/C(=O)OCC(=O)Nc2ccc(Cl)c(S(=O)(=O)N(C)C)c2)c1OC	90.6	24.1	67	-6.4	92.4	0.8	27	0.0	3.7	-7.3	87.8
O=C(C1=C(O)C(=O)N(Cc2ccco2)C1c1ccccc1)c1cccs1 (centres undefined)	101.7	20.7	8	9.2	101.1	1.0	26	0.0	3.4	-72.4	102.6
O=C(Nc1ccc(F)cc1)c1cn(-c2ccccc2)nc1-c1ccncc1	.	1.5	18	.	.	0.9	.	-2.0	3.4	-0.5	.
O=C(O)/C=C\C(=O)NNC(=O)c1cc(-c2ccccc2)n[nH]1	92.8	13.8	.	-3.0	96.0	.	5	.	.	-39.8	?
CCc1cccc(NC(=O)CCSCCC(=O)Nc2cccc(CC)c2)c1	108.4	8.3	5	0.5	111.1	0.2	5	-9.0	0.8	-11.1	106.8
CN=C(Nc1cc(C)nn1-c1ccccc1)c1ccccc1	89.7	21.0	23	4.4	93.6	0.8	10	-4.0	1.7	-14.9	99.7
O=C(Nc1ccccc1Cl)C1CCCN(S(=O)(=O)c2ccc(F)cc2)C1 (centres undefined)	105.1	10.2	12	-23.7	101.0	1.2	11	0.0	2.7	-15.0	103.3
O=C(NNC(=O)C1CC1)c1ccc(-c2ccccc2)cc1	104.2	-3.1	11	-0.5	97.2	0.2	8	1.0	0.4	-7.5	104.4
O=C(COC(=O)c1ccccc1Nc1ccccc1)NCc1ccccc1Cl	109.2	-4.8	13	19.4	109.7	2.9	8	-1.0	5.2	-1.8	112.8
SMILES	RGS4-Gao reg	Mcl1-Noxa inh	GSH fluor	Pf gamet viab	RGS8-Gao reg	ABCB1 inh	Avidin bead fluor	Bim-Mcl-1	ABCG2 block	Mcl1 Bid PPI	RGS7-Gao
COc1ccc(-c2cc(C(F)(F)F)nc(SCc3cccc(C(=O)O)c3)n2)cc1	103.1	-1.5	4	.	102.5	-0.1	8	-1.0	-0.4	9.2	106.8
Nc1nc(NCCCN2CCOCC2)nc(Nc2ccccc2F)c1[N+](=O)[O-]	98.9	10.6	.	6.6	96.2	.	3	.	.	3.1	?
CCCCONc1ncnc2nonc12	98.0	17.5	6	-12.0	98.3	0.5	3	-6.0	5.6	-5.8	98.5
CCN1CCCC1CNC(=O)Cn1cccc1C(=O)c1ccccc1 (centres undefined)	99.7	6.6	49	.	100.0	0.0	7	0.0	-0.1	-20.1	100.4
CCOC(=O)CC(=O)CSc1nc(N)c(C#N)c(-c2ccc(F)cc2)c1C#N	98.3	14.1	37	.	95.3	-0.2	7	0.0	1.6	-20.9	96.0
Cc1cccc2sc(N(CCN(C)C)C(=O)c3cc(Cl)sc3Cl)nc12	103.2	6.6	20	-24.1	101.9	0.1	16	-4.0	0.5	-3.0	105.7
COc1cc(/C=N/n2cnnc2)ccc1OCc1ccccc1	97.3	4.3	22	16.2	100.4	-0.2	8	4.0	0.7	-14.9	93.9
CC1(C)CC(NNCCC#N)=CC(=[N+]2CCCC2)C1	101.4	11.2	21	-24.7	103.2	1.1	6	4.0	6.8	-4.7	106.0
O=C(C(c1ccccc1)c1ccccc1)N1CCCc2ccccc21	97.6	3.7	15	.	99.4	1.1	23	-2.0	1.7	-2.3	98.9
Cc1ccc(S(=O)(=O)NC(C)(C)CN2CCC(Cc3ccccc3)CC2)cc1	102.3	44.9	.	0.8	99.7	.	6	.	.	4.1	?
COc1ccc(S(=O)(=O)Cc2ccc(C(=O)N3CCN(c4cccc(C)c4)C(C)C3)o2)cc1 (centres undefined)	101.2	1.6	26	.	98.8	1.7	6	-1.0	4.2	-18.3	98.3
CCOC(=O)CN1CC23C=CC(O2)C(C(=O)NCc2ccccc2OC)C3C1=O (centres undefined)	100.5	5.5	25	.	102.6	0.1	6	2.0	0.9	-12.3	97.3
COc1ccc(N/C=C/C(=O)C(F)(F)F)cc1	101.7	13.7	21	22.0	103.2	0.9	12	3.0	11.9	-4.3	103.7
Cc1cc(NC(=O)CSCc2ccccc2)no1	82.3	-1.9	19	-5.4	92.4	-0.1	8	0.0	-0.1	-28.1	84.0
CC(C)(C)CC(=O)NC(=S)NCCc1ccccc1	102.7	-19.5	26	.	99.2	2.3	7	-2.0	11.1	-74.3	101.0
CCOC(=O)c1cc2c(=O)n3cccc(C)c3nc2n(C)c1=N	97.9	9.6	27	.	98.8	-0.4	30	1.0	13.6	0.1	99.3
O=C(NCCC1=CCCCC1)C1CCCN(S(=O)(=O)c2cnc[nH]2)C1 (centres undefined)	96.9	14.4	17	.	90.2	-0.1	5	-1.0	0.6	-13.9	92.0
c1ccc(CSc2nnc(-c3c[nH]c4ccccc34)o2)cc1	79.6	18.5	11	-11.0	95.8	0.4	15	-1.0	3.6	-14.8	83.0
O=C(O)c1cc2c(N3CCC(Cc4ccccc4)CC3)ncnc2s1	100.0	19.2	23	12.9	99.3	0.3	9	1.0	4.0	-20.0	96.4
COc1ccc(OCC2CNC(=O)O2)cc1 (centres undefined)	98.4	1.8	24	-26.5	106.0	0.2	4	-2.0	1.6	-7.9	102.2
CCOc1ccc(C(C(=O)NC2CCCC2)N(Cc2ccccc2)C(=O)c2nsc(Cl)c2Cl)cc1 (centres undefined)	102.1	15.7	13	.	100.7	3.3	35	1.0	4.9	-12.2	103.9
O=C1NC(=Nc2ccc(F)cc2)SC1Cc1ccc(F)cc1 (centres undefined)	98.1	1.0	.	-1.5	98.8	.	5	.	.	-5.2	?
CCOC(=O)C1=C(C)NC(C)=C(C(=O)OCC)C1/C=C/c1ccccc1	104.5	1.7	33	.	125.3	1.5	14	-4.0	6.5	-24.8	105.1
Cc1sc2nc(SCC(=O)NCCOCCO)nc(N)c2c1C	89.3	12.4	11	-11.6	94.0	-0.3	9	-4.0	12.7	-25.2	85.1
O=C(c1ccccc1[N+](=O)[O-])N1CCCN(C(=O)c2ccccc2[N+](=O)[O-])CC1	92.6	-0.6	20	12.1	87.0	-0.4	5	-4.0	-0.7	-3.0	73.8
Cc1ccc(CC(=O)N2CCC(c3nc4c(nnn4Cc4ccccc4)c(=O)[nH]3)CC2)cc1	99.7	14.2	16	.	102.8	1.6	6	0.0	6.4	-22.3	104.6

Full records as entered above.
Cc1ccc(CC(=O)N2CCC(c3nc4c(nnn4Cc4ccccc4)c(=O)[nH]3)CC2)cc1 is listed as RGS4-Gao reg = 99.7; Mcl1-Noxa inh = 14.2; GSH fluor = 16; Pf gamet viab = .; RGS8-Gao reg = 102.8; ABCB1 inh = 1.6; Avidin bead fluor = 6; Bim-Mcl-1 = 0.0; ABCG2 block = 6.4; Mcl1 Bid PPI = -22.3; RGS7-Gao = 104.6
O=C(O)c1cc2c(N3CCC(Cc4ccccc4)CC3)ncnc2s1 is listed as RGS4-Gao reg = 100.0; Mcl1-Noxa inh = 19.2; GSH fluor = 23; Pf gamet viab = 12.9; RGS8-Gao reg = 99.3; ABCB1 inh = 0.3; Avidin bead fluor = 9; Bim-Mcl-1 = 1.0; ABCG2 block = 4.0; Mcl1 Bid PPI = -20.0; RGS7-Gao = 96.4

Compound activity (PubChem)
